From PubChem
MEP2 TOR yeast = yeast TOR pathway MEP2-GFP modulation | S. cerevisiae MEP2-GFP strain, flow cytometry GFP, 3 h; 100% = DMSO control level | GFP response vs DMSO, % at 10 µM | 0.51% of 330,000 active;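 active = GFP response versus DMSO above a set limit, roughly screen mean plus 3 SD, cut at about 180% in these data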;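 also: median GFP fluorescence of the barcode-gated MEP2-GFP cells per well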
proCasp3 act = activates human procaspase-3. P42574. recombinant procaspase-3 D3A, Ac-DEVD-pNA absorbance 405 nm. activation, % at 8.5 µM. 0.11% of 330,000 active. AID 463141;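 active = activation above the mean of all tested compounds plus 3 SD, cut at about 21% in these data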;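 also: 0% = DMSO alone and 100% = DMSO wells spiked with extra 5 µM PC-3 D3A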
Target sequence (P42574 whole entry D9A/D28A/D175A): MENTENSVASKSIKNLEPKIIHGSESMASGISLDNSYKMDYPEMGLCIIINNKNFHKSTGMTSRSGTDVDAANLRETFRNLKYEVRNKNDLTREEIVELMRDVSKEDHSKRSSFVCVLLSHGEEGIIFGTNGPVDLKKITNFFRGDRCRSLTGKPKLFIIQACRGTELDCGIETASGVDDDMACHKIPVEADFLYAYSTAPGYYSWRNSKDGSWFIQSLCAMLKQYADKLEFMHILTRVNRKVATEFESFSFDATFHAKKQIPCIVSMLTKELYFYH
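Test system: Procaspase-3 D3A mutant; medium: Zinc-free HEPES/NaCl buffer with 0.01% Triton X-100 at pH 7.4; reagent: DEVD-pNA substrate; doses: one concentration, 8.5 µM nominal, 0.8% DMSO; times: 1 h preincubation plus 2 h reaction at 25 °C; signal: Epi-absorbance at 405 nm of released p-nitroaniline, 0 and 120 min; replicates: singlicate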
AHR act = activators of human aryl hydrocarbon receptor. activation, % at 5 µM. 2.5% of 320,000 active. AHR-responsive luciferase reporter cells, luminescence. P35869. AID 2796; in the data active = activation above about 47%;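 also: 0% = vehicle wells and 100% = reference agonist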
procasp7 counter = activates human procaspase-7, counter-screen for procaspase-3 activators | recombinant procaspase-7, Ac-DEVD-pNA absorbance 405 nm; D23A/D198A/D206A triple mutant, cannot self-cleave; scale: DMSO 0, 5 µM enzyme 100 | AID 463210 | activation, % at 8.5 µM | P55210 | 0.093% of 330,000 active;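 active = percent activation above the screen-wide mean plus 3 SD, cut at about 25% in these data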
Target sequence (P55210 whole entry D23A/D198A/D206A): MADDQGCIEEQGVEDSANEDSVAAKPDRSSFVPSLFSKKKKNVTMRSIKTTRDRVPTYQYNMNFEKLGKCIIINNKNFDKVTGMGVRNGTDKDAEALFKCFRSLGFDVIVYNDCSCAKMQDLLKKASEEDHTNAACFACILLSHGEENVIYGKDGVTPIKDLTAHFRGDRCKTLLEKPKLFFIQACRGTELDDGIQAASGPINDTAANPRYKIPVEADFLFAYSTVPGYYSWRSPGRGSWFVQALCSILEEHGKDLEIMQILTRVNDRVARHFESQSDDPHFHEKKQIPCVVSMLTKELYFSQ
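Test system: Procaspase-7 triple mutant (PC-7 D3A). Also added: Ac-DEVD-pNA substrate, 400 µM as added. Schedule: 1 h enzyme–compound preincubation and 2 h substrate reaction, both 25 °C. Signal: p-Nitroaniline absorbance at 405 nm, read at 0 and 120 min. Control set: low DMSO alone, high DMSO plus 5 µM PC-7.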
LAP4 TOR yeast = modulators of TOR pathway LAP4-GFP in S. cerevisiae; 0.34% of 320,000 active; GFP response vs DMSO, % at 10 µM; S. cerevisiae LAP4-GFP multiplex, flow cytometry GFP, 3 h; median GFP as percent of DMSO wells;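 active = GFP response vs DMSO above a set limit, about the screen mean plus 3 SD, cut at about 150% in these data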
RPL19A-GFP yeast = yeast TOR pathway RPL19A-GFP modulation. S. cerevisiae RPL19A-GFP strain, flow cytometry, 3 h; stronger effect = lower value. percent response vs DMSO, % at 10 µM. 0.3% of 330,000 active;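 active = percent response vs DMSO below 50%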;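 also: median channel GFP fluorescence of the barcoded RPL19A-GFP strain; ratio of sample median GFP to plate DMSO average so 100% = DMSO; lower means less RPL19A-GFP as with rapamycin TOR inhibition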
CR mimetic SO = caloric restriction mimetics inhibiting age-related superoxide in yeast. superoxide response (% of plate mean), % at 10 µM. S. cerevisiae aged cells, superoxide DHE fluorescence; stronger effect = lower value. 0.18% of 330,000 active;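 active = superoxide response under a set limit, about three screen SD below normal, cut at about 65% in these data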;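 also: yeast aged for seven days with compound at 30 °C before DHE staining; 100% = average MFI of all compound-treated wells on the plate with controls excluded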
GASC-1 inh = blocks human GASC-1 demethylase activity; Q9H3R0; GST-JMJD2C(1-420) H3K9me3 demethylation, DELFIA europium; inhibition, % at 2.35 µM; 0.069% of 330,000 active; AID 2099;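 active = more than half of a compound's replicate wells show inhibition beyond 50%, single wells judged on their own value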;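 also: signal counts dimethyl H3K9 product captured on neutravidin plate; 0% = median of DMSO wells and 100% = 0.3 times that DMSO median; strong numbers were not always called active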
Target sequence (Q9H3R0 1-420 limits assumed): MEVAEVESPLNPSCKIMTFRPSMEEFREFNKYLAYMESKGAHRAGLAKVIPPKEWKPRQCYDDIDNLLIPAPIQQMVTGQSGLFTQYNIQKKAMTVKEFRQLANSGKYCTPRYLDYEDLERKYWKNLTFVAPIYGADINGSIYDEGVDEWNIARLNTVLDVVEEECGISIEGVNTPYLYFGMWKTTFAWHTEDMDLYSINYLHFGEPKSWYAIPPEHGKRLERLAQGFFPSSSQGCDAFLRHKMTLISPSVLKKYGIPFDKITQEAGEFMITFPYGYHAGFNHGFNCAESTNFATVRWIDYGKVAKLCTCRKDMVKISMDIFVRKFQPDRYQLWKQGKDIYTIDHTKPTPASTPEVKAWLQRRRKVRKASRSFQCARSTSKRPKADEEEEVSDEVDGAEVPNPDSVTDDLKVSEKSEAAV
Starred values were filed as active, the others as inactive; . = no result given; [ ] = dose if it differs, or a comment. Hits appear at their usual frequency; about 3.8% have a hit in one of these screens.

SMILES	MEP2 TOR yeast	proCasp3 act	AHR act	procasp7 counter	LAP4 TOR yeast	RPL19A-GFP yeast	CR mimetic SO	GASC-1 inh
COC(=O)c1cc(OC)c(OC)cc1NC(=O)CN1C(=O)c2ccccc2C1=O	91.0	2.1	6.9	6.4	87.4	94.0	108.2	-1.5
CC1CC1C(=O)Nc1nc(-c2cccs2)c(-c2cccs2)s1 (centres undefined)	98.8	-6.8	78.2*	-4.9	93.7	107.2	89.8	8.2
Cc1nc2ccccc2n1CCc1nc2c3ccccc3nc(SCC(=O)NCc3ccco3)n2n1	99.9	0.5	-8.1	1.5	101.3	97.7	102.5	5.9
Cc1c(C(=O)NCC2CCCO2)oc2ccc3c(c12)C(=O)CC(C)(C)O3 (centres undefined)	93.5	-6.7	-4.5	-0.3	88.9	91.6	96.1	-5.4
COc1ccccc1/C=C/C(=O)c1ccc(Cl)cc1	99.5	2.3	91.3*	-1.9	97.4	101.9	98.3	-2.2
Cc1ccc(C(=O)CSc2nc3cccnc3n2C)cc1	99.8	-15.4	-8.4	-4.6	110.2	101.8	85.9	-2.3
COc1c(Cl)cc(C(=O)Nc2ccccc2-c2ccccc2)cc1Cl	96.7	-4.7	8.0	-1.2	103.7	97.1	103.2	-5.7
CC(CC(=O)O)CC(=O)Nc1ccc(Br)cc1 (centres undefined)	100.5	2.9	-3.4	-4.8	109.9	95.5	105.1	-0.7
Cc1c(OCc2nn[nH]n2)ccc2c3c(c(=O)oc12)CCCC3	104.3	-5.7	0.1	-2.0	107.1	98.2	97.5	-0.8
COCCN(C(=S)Nc1ccc(C)cc1)C(C)c1ccco1 (centres undefined)	97.4	8.0	-1.6	6.3	102.2	98.5	89.3	-2.3
Cn1c(=O)c2c(SCc3c(F)cccc3Cl)nc(CC(C)(C)C)nc2n(C)c1=O	103.7	13.4	-0.7	1.9	105.5	96.1	86.7	-5.8
CC1Cc2ccccc2N1C(=O)CSc1nnc(-c2ccc(S(=O)(=O)N3CCCC3)cc2)n1C (centres undefined)	98.4	-1.2	1.2	-4.2	97.6	100.5	107.9	-2.6

The list goes on, starting with the last 3 of the part before.
SMILES	MEP2 TOR yeast	proCasp3 act	AHR act	procasp7 counter	LAP4 TOR yeast	RPL19A-GFP yeast	CR mimetic SO	GASC-1 inh
COCCN(C(=S)Nc1ccc(C)cc1)C(C)c1ccco1 (centres undefined)	97.4	8.0	-1.6	6.3	102.2	98.5	89.3	-2.3
Cn1c(=O)c2c(SCc3c(F)cccc3Cl)nc(CC(C)(C)C)nc2n(C)c1=O	103.7	13.4	-0.7	1.9	105.5	96.1	86.7	-5.8
CC1Cc2ccccc2N1C(=O)CSc1nnc(-c2ccc(S(=O)(=O)N3CCCC3)cc2)n1C (centres undefined)	98.4	-1.2	1.2	-4.2	97.6	100.5	107.9	-2.6
CC(C)Oc1ccc(Cc2n[nH]c(=S)n2Cc2ccccc2)cc1Cl	104.0	-5.2	1.4	-19.5	107.7	91.5	88.6	-2.7
CC1(C)C2CCC1(CS(=O)(=O)Nc1ccccc1)C(=O)C2 (centres undefined)	107.6	-2.6	-0.2	3.4	100.2	102.1	112.9	-4.2
CCC1(CC)NC(=O)NC1=O	91.8	-2.0	-2.1	10.3	92.9	89.2	101.2	3.0
COc1cc(C=O)ccc1OCCCOc1ccccc1C(=O)O	101.7	1.1	0.7	1.5	95.5	99.6	116.7	2.9
C#CCNC(=O)C1=C[C@H](c2ccc(Br)cc2)C[C@H](OCCCCO)O1	106.9	0.7	0.0	-4.6	91.3	100.2	108.7	3.2
CC(C)C(=O)N1CCN(S(=O)(=O)c2ccc3ccccc3c2)CC1	104.1	-0.5	-3.6	1.3	85.1	100.6	103.8	2.6
CC1(C)CC(=O)C(C(=O)c2ccccc2)C(=O)C1Cl (centres undefined)	97.7	1.7	5.0	2.6	86.3	98.8	99.5	7.8
O=C(CSc1ccc2c(c1)OCCO2)NCCN1C(=O)CSC1=O	106.0	-3.7	11.4	2.8	101.6	99.0	101.1	-2.3
C=CCNc1nc(C(=O)OCC(=O)Nc2ccccc2C(F)(F)F)cs1	95.8	1.4	-1.1	6.7	107.2	99.7	144.1	11.4
CC(C)Sc1ncc(S(=O)(=O)c2ccccc2)c(=O)[nH]1	102.1	-0.5	0.8	0.8	107.2	92.3	114.7	-19.4
Cc1ccc(/C=N/NC(=O)Cn2nnc(N)n2)o1	103.2	10.0	0.4	-3.2	112.2	102.2	106.6	14.3
COc1ccc(OC)c(NC(=O)c2ccccc2OC(C)=O)c1	94.2	-10.2	26.3	1.9	115.3	97.5	92.4	-9.2
O=C(Oc1ccc2cc(Br)ccc2c1)c1cccnc1	107.9	5.8	0.0	9.8	114.3	102.2	92.4	-1.0
CC(C)OC(=O)/C(=C/c1ccc(Br)cc1)NC(=O)c1ccco1	102.0	-5.2	9.5	2.4	100.1	107.8	112.8	14.7
Cc1ccc(-n2nc3c(c2NC(=O)c2c(-c4ccccc4Cl)noc2C)CSC3)cc1	98.9	2.5	1.1	6.6	100.1	101.8	93.2	-1.0
CCN(CC)C(=O)CSc1ncnc2c1nnn2-c1ccc(OC)cc1	109.3	3.9	9.7	4.0	105.8	103.5	109.0	-27.4
Oc1ccc(-c2csc(Nc3cccnc3)n2)cc1	103.2	-12.0	10.6	-1.4	98.2	101.5	76.5	-2.4
CC(C)(C)N(Cc1cc2ccccc2[nH]c1=O)C(=O)c1ccco1	94.6	-2.4	-0.9	0.3	103.4	98.6	97.0	-32.5
CC(NC(=O)N1CCN(c2ccccc2F)CC1)c1ccc(F)c(F)c1 (centres undefined)	121.9	0.8	-0.6	-3.3	102.1	106.3	91.8	4.6
Cc1c(C)c2cc(Cl)c(O)c(CN(C)C)c2oc1=O	129.4[may fluoresce violet]	1.1	1.6	-0.4	94.1[may fluoresce violet]	67.0[may fluoresce violet]	87.0	2.4
Cc1ccc(CN(Cc2cc3cccc(C)c3[nH]c2=O)C(=S)NCCCN(C)C)cc1	95.5	5.3	1.3	0.3	101.9	94.9	103.7	-19.6
Cc1cc(Nc2ccccc2)n(-c2ccc(C(=O)O)cc2)n1	96.3	2.0	2.2	3.3	93.6	92.6	100.3	.
O=C(CSc1nc(=O)n2ccccc2n1)NCc1ccccc1	100.7	-6.3	-0.6	2.6	107.4	104.5	112.0	0.8
CCCNC(=O)c1nc(C)c(C)nc1C(=O)Nc1cccc(Cl)c1	114.0	1.3	0.7	4.2	102.3	106.9	102.8	8.2
COC(=O)c1ccc(N=CC2=C(O)CC(c3ccccc3)CC2=O)cc1 (centres undefined)	94.4	2.9	-0.6	-3.6	102.4	94.5	108.3	-7.1
CCC(C)(C(=O)Nc1ccc2c(c1)OCCO2)N(C(C)=O)c1ccc(C(N)=O)cc1 (centres undefined)	106.6	13.6	-1.8	-5.6	102.1	102.9	96.7	-8.0
COc1cc(C(=O)NCc2ccc(C)cc2)ccc1OCc1c(C)noc1C	107.4	-7.7	-1.0	3.6	112.8	102.9	108.2	8.7
NC(N)=N/N=C/c1ccc(OS(=O)(=O)c2ccccc2)cc1	103.9	3.1	3.5	3.5	101.9	104.3	83.7	10.0
O=C(CNC(=O)c1ccco1)Nc1cccc(Cl)c1	100.5	-2.8	18.4	-1.4	96.5	105.6	101.8	-6.9
O=C(Nc1cccc(F)c1)/C(=C\c1cccnc1)NC(=O)c1cccs1	98.7	3.0	9.2	9.7	101.6	103.4	107.3	9.5
CN(C)c1cc(NC(=O)CN2CCOCC2)c2ccccc2n1	102.3	7.4	3.9	8.4	109.5	102.5	95.7	7.6
CCCCn1c(N)c(N(CC(C)C)C(=O)c2ccc(-c3ccc(Cl)cc3)o2)c(=O)[nH]c1=O	94.8	1.3	4.0	-3.8	95.2	96.3	82.5	-1.4
O=C(CSc1ncccc1C(=O)O)NC1CCCCC1	98.5	4.2	0.5	2.9	102.5	99.3	94.0	-3.9
CNc1c(NS(=O)(=O)c2cc(Cl)ccc2OC)c(=O)oc2ccccc12	100.8	5.7	3.5	2.1	88.7	98.0	93.7	-1.0
CCN1CCN(Cc2ccc(NC(=O)c3cc(NC(=O)c4cnnc5ccccc45)cc(OC)c3)cc2C(F)(F)F)CC1	94.9	-2.2	0.6	11.5	107.4	98.6	107.2	10.1
CCCn1c(-c2ccccc2)nc2c(=O)n(C)c(=O)[nH]c21	99.8	1.9	0.0	-12.0	106.9	100.1	110.3	-16.5
O=C(Nc1ccccc1)Nc1nnc(CSCc2ccccc2Cl)s1	112.7	7.9	12.3	-5.1	105.7	106.3	106.3	-19.3
Cc1ccc(N=C2N=C(N)c3ccccc32)c(C)c1	100.6	-1.8	3.6	2.0	96.5	97.8	105.1	-4.7
CNC(=S)Nn1cnc2ccccc21	90.0	2.1	-0.1	-4.9	94.1	91.3	96.1	1.1
C#CCOCCOCCOCCNc1nc(N2CCN(C(=O)CCCCCCCCCCNC(=O)[C@H](CCCCN)n3cc(C[C@@H](C)CC)nn3)CC2)nc(N2CCN(C(=O)CCCCCCCCCCNC(=O)[C@H](CCCN=C(N)N)n3cc(C[C@@H](C)CC)nn3)CC2)n1	114.4	-3.3	1.5	5.7	198.5*	63.3	104.2	26.8
CCOC(=O)c1cc(-c2ccccc2)sc1NC(=O)C(C)(C)C	105.8	-4.5	-7.0	4.9	96.8	103.0	111.8	-14.0
COc1cccc(C(=O)NC2CCCc3c2cnn3-c2ccc(C)c(C)c2)c1OC (centres undefined)	107.6	3.3	6.2	-1.0	101.7	96.8	87.6	1.6
O=C(O)c1ccccc1Nc1ccnc(C(F)(F)F)c1	106.9	3.7	0.7	8.0	102.0	102.5	97.2	-7.9
Cc1ccc(C)c(N2CCN(C(=O)Cn3c(=O)[nH]c4ccsc4c3=O)CC2)c1	100.3	2.6	1.8	1.0	98.2	98.9	105.0	19.6
CCOC(=O)/C(=N/Nc1ccccc1)c1csc(Nc2ccccc2)n1	98.3	-2.6	35.7	6.3	108.8	97.0	89.0	5.8
COC(=O)c1sccc1NC(=O)c1cccc(OC)c1	98.0	-4.8	24.3	-7.8	102.5	96.0	107.7	-4.5
CC1NC(=O)N(C)[C@@H]2NC(=O)N(C)C(c3ccc([N+](=O)[O-])cc3)[C@@H]12 (some centres undefined)	99.2	10.6	-1.6	-5.2	106.3	95.2	114.6	-15.8
CCOC(=O)C1(Cc2ccc(OC)cc2)CCN(C(=O)c2csc(C)n2)CC1	96.9	-0.7	-0.1	5.7	95.0	88.2	96.2	-5.1
CN(CC(=O)Nc1ccccc1Cl)C(=O)Cn1cnc2ccc(Cl)cc2c1=O	99.1	-2.3	1.6	-7.0	103.9	100.4	93.1	-13.5
O=C(Nc1ccccc1OC(=O)c1ccc(Cl)cc1)c1ccc(Cl)cc1	107.8	2.1	79.5*	6.6	89.4	95.4	103.9	3.8
COc1ccc(CCNC(=O)c2ccc3c(c2)OCCO3)cc1	104.6	3.5	11.8	8.7	93.5	99.3	90.5	-4.6
Cc1nn(C)cc1C(=O)/C=C/c1ccc([N+](=O)[O-])cc1	98.4	-5.2	1.8	7.8	108.2	96.6	85.5	-1.6
